M1 PAM: potentiates human M1 receptor response to acetylcholine. P11229. CHO-K1 hM1, Fluo-8 calcium fluorescence, ACh EC20; 0% = ACh EC20, 100% = maximal ACh. activation, % at 3 µM. 360,000 tested, 0.088% active. AID 588819; in the data active = activation above about 19%, passing the limit was not always enough
Target sequence (P11229 whole entry, looked up): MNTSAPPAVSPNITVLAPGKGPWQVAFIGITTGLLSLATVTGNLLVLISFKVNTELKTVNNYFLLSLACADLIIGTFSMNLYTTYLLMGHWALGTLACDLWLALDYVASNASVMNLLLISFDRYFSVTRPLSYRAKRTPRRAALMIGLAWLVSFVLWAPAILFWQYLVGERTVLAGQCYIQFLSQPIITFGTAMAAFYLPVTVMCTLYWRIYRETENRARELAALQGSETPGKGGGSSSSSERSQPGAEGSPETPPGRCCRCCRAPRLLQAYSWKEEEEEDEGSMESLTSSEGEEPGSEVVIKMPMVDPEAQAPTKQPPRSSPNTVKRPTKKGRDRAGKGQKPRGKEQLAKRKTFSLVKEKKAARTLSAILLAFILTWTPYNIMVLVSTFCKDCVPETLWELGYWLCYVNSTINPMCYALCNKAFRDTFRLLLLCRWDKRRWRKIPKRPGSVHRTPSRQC
CHRM5 antagonist: CHRM5 antagonism in calcium assay; 360,000 tested, 0.59% active; CHO-hM5 cells, Fluo-8 calcium fluorescence, ACh EC80; AID 624040; inhibition, % at 3 µM;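 active = inhibition above a per-plate cutoff, the mean of that plate's test compounds plus 3 SD, cut at about 27% in these data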;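 note: 0% = acetylcholine EC80 with DMSO and 100% = DMSO without agonist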
CHRM4 PAM: CHRM4 positive allosteric modulation; CHO-K1 hM4/Gqi5, Fluo-8 calcium fluorescence, ACh EC20; 0% = ACh EC20, 100% = maximal ACh; activation, % at 3 µM; 360,000 tested, 0.4% active;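 active = activation above its plate's cutoff, the mean activation of sample wells plus 3 SD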; note: some results filed as inactive read as strong as hits
Target sequence (P08173 whole entry, looked up): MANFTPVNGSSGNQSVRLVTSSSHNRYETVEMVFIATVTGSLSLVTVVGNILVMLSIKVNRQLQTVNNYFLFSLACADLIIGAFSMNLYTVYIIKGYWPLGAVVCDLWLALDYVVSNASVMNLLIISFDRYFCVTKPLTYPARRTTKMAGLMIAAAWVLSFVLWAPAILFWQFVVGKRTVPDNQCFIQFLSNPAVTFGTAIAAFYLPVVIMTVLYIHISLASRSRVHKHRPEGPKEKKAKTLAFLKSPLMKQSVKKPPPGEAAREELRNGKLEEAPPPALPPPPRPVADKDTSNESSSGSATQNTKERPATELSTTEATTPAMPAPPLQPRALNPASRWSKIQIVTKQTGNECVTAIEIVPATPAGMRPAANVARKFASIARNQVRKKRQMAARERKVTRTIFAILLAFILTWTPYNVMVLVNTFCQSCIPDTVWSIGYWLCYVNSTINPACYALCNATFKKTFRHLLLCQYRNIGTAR
M4 antag: CHRM4 antagonism in calcium assay; P08173; CHO-hM4 cells, ACh EC80, Fluo-8 calcium fluorescence; inhibition, % at 3 µM; 360,000 tested, 0.73% active; AID 624125;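 active = inhibition above its plate's cutoff, the mean inhibition of sample wells plus 3 SD, cut at about 27% in these data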;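 note: 0% = acetylcholine EC80 with DMSO and 100% = DMSO without agonist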
CRFR2-BP antag: antagonists of CRF-binding protein/CRF-R2 receptor complex; HEK293 CRF-R2/CRF-BP, CRF-induced calcium fluorescence; inhibition, % at 11.8 µM; 350,000 tested, 0.59% active;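 active = inhibition of the ligand-induced calcium signal above about 50% at the single tested concentration, limit read from the data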
CHRM5 PAM: positive allosteric modulators of human muscarinic M5 receptor. activation, % at 3 µM. P08912. 360,000 tested, 0.3% active. CHO-K1 hM5, Fluo-8 calcium, ACh EC20 PAM; 0% = ACh EC20, 100% = ACh EC100;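 active = activation above the run cutoff, the mean activation of all test compounds plus 3 SD, cut at about 18% in these data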
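Assay system: CHO-K1 hM5 cells. Also added: acetylcholine at EC20 concentration, added after compound. Dosing: 3 µM, single dose. Times: compound preincubation 140 s before EC20 acetylcholine addition. Signal: Fluo-8 calcium fluorescence. Measure: % activation relative to EC20 and EC100 ACh responses. Repeats: singlicate, one well per test compound.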
M4 ag: agonists of human muscarinic M4 receptor (CHRM4); P08173; AID 624127; 360,000 tested, 0.14% active; CHO-K1 hM4/Gqi5, Fluo-8 calcium fluorescence; vehicle 0%, full acetylcholine response 100%; activation, % at 3 µM;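 active = activation above the run mean over all test wells plus 3 SD, cut at about 32% in these data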;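 note: peak over basal fluorescence ratio per well then scaled between controls; 0% = DMSO wells and 100% = acetylcholine at EC100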
CRFBP-R2 agonist: CRF-BP/CRF-R2 complex agonism. HEK293 CRF-R2/CRF-BP, calcium dye fluorescence (FLIPR); percent of saturating CRF peptide response. activation, % at 13.2 µM. AID 588473. 350,000 tested, 0.46% active;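 active = activation of at least 50%, plus an integration ratio under a set limit after plate pattern correction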;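 note: plate controls were neutral control wells without compound for no effect and CRF at EC100 for full effect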
CHRM5 agonist: CHRM5 agonism in calcium assay. P08912. CHO-K1 hM5 cells, Fluo-8 calcium fluorescence; 0% DMSO wells, 100% maximal acetylcholine response. activation, % at 3 µM. 360,000 tested, 0.19% active. AID 624037;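 active = activation above the run's mean over test compounds plus 3 SD, cut at about 23% in these data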;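 note: signal is peak over basal fluorescence ratio across the kinetic read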
Numbers without * were called inactive; . = no result given.

#	structure	M1 PAM	CHRM5 antagonist	CHRM4 PAM	M4 antag	CRFR2-BP antag	CHRM5 PAM	M4 ag	CRFBP-R2 agonist	CHRM5 agonist
1	CC1CCN(S(=O)(=O)N2CCC(C(=O)N3CCC(N(C)CC4CCCO4)CC3)CC2)CC1 (stereo not drawn)	-1.5	-5.4	0.7	-4.9	-23.7	2.6	1.2	0.1	-0.1
2	Cc1ccc2oc(-c3cccc(NC(=O)c4cc(-n5cnnc5)ccc4Cl)c3)nc2c1	2.1	7.6	-4.2	11.4	12.5	-1.7	0.3	-0.6	-2.9
3	O=C(Nc1ccccn1)c1cccc(S(=O)(=O)N2CCCCC2)c1	7.1	7.2	2.2	1.4	-2.9	-2.8	1.2	0.9	3.1
4	Cc1cc(C)c(S(=O)(=O)c2cccc(C(F)(F)F)c2)c(=O)[nH]1	9.8	10.5	-1.7	1.7	0.7	-4.0	-0.1	5.1	-3.3
5	Cc1ccc(C(C(=O)NC2CCCCC2)N(C(=O)c2csnn2)C2CCCC2)o1 (stereo not drawn)	4.5	6.6	-3.0	2.4	-10.8	-1.0	-0.1	-0.6	1.4
6	NC(=O)CCn1c2ccccc2c2ccccc21	-5.3	6.8	1.1	6.4	-16.8	3.0	0.3	0.7	-3.5
7	O=C(O)C1CCC(C(=O)O)O1 (stereo not drawn)	7.7	18.2	6.0	-7.8	8.9	-6.6	0.6	-3.1	2.5
8	FC(F)(F)c1cccc(CNC2CCN(Cc3ccccc3)CC2)c1	-0.1	1.4	-10.6	6.6	-16.5	-5.6	3.0	4.4	-0.3
9	Cc1ccccc1C(=O)N1CCC(C(=O)Nc2ccc(C(C)C)cc2)CC1	12.3	-5.5	11.1	0.9	-22.2	11.3	5.2	-0.9	-4.4
10	CC(=O)N[C@@H](Cc1c[nH]c2ccccc12)C(=O)OCC(=O)Nc1ccc(S(=O)(=O)N(C)C)cc1	6.2	-2.8	1.8	2.0	-9.7	-0.8	3.2	0.9	2.5
11	COc1ccc(C(C)C)cc1S(=O)(=O)N1CC(C)OC(C)C1 (stereo not drawn)	2.7	1.0	-1.9	13.4	13.0	3.3	0.5	-0.9	0.1
12	O=S(=O)(CCN1CCOCC1)c1ccc(OC(F)(F)F)cc1	10.8	10.4	-5.4	13.0	-8.3	-2.8	0.1	-0.1	-0.8
13	COc1ccc([C@@H]2CC=C(C(=O)O)[C@H](c3ccccc3F)N2S(=O)(=O)c2ccc(C)cc2)cc1OC	2.8	9.8	16.3	-1.4	0.0	-0.9	0.8	-0.5	0.9
14	O=C(N/N=C/c1ccco1)c1ccn[nH]1	6.6	17.0	1.9	4.3	-5.1	8.2	1.9	5.4	1.4
15	O=S(=O)(Nc1nc(-c2ccccc2)cs1)c1cccc(C(F)(F)F)c1	-3.0	18.9	-4.7	5.4	25.0	-8.9	3.1	-0.7	-2.5
16	CCCCC(=O)Nc1cccc(NC(=O)c2ccc3c(c2)OCO3)c1	3.5	4.3	9.2	8.0	2.4	-4.1	2.7	0.0	0.1
17	Nc1c(-c2ccccc2)c(CSc2nc3ccccc3[nH]2)nn1-c1ccc(Cl)cc1	-12.3	0.6	-8.3	0.3	20.3	-5.1	0.5	-2.2	-4.9
18	Cc1ccc2c(c1)/C(=C/c1ccco1)C(=O)N2	14.4	-9.3	2.9	2.0	-6.2	6.0	-0.1	0.9	-2.9
19	O=C(C[C@H]1C/C=C\CC[C@H](Cc2ccc(F)cc2)C(=O)OCCNC1=O)NCCO	4.8	13.9	8.2	3.8	0.8	-6.0	-0.3	1.7	0.5
20	CCOc1ccccc1C(=O)NCC(=O)NCC(c1ccc(OC)cc1)N1CCOCC1 (stereo not drawn)	1.3	0.8	1.2	-0.8	-10.1	9.8	3.1	1.0	5.0
21	Cc1ccnc(NC(=O)c2ccc(Br)s2)c1	3.3	10.9	-2.6	2.0	-26.9	-8.4	5.8	-1.9	-7.4
22	N#Cc1ccc(/C=N/NC(=O)c2ccccc2F)cc1	8.5	-6.6	-4.7	2.4	13.1	-2.2	0.4	0.7	-0.4
23	COc1ccc(NC(=O)CN(C)CC(=O)N2CCCCCC2)cc1	17.2	6.1	10.5	-11.9	6.9	-0.4	0.5	-1.4	1.8
24	Cc1ccccc1-c1nc(SCc2cccnc2)c2c(=O)n(C)c(=O)n(C)c2n1	3.0	-4.7	3.4	-6.1	-14.0	10.5	0.6	1.7	-2.3
25	CCOC(=O)N1CCN(CCC(=O)Nc2ccc(F)c(F)c2)CC1	5.9	6.3	2.8	-7.2	-1.9	0.1	1.2	0.0	-1.4

Individual results from the entries so far.
In CHRM4 PAM, compound 17 reads -8.3
In CHRM5 agonist, compound 1 reads -0.1
In M4 ag, compound 20 reads 3.1

New compounds follow
#	structure	M1 PAM	CHRM5 antagonist	CHRM4 PAM	M4 antag	CRFR2-BP antag	CHRM5 PAM	M4 ag	CRFBP-R2 agonist	CHRM5 agonist
26	COc1ccc(CCNC(=O)CC2Nc3ccccc3NC2=O)cc1 (stereo not drawn)	7.4	1.6	4.9	-1.5	3.8	0.4	0.6	1.7	-0.2
27	O=c1c2ccccc2oc2ncccc12	2.6	-3.6	2.8	1.6	15.4	-1.0	0.1	-0.3	-2.0
28	Cc1ccccc1C(=O)NCCCNC(=O)c1ccccc1C	6.4	19.1	-3.4	1.1	1.7	-11.3	-0.1	-1.1	-3.9
29	Cc1noc(C)c1NC(=O)N(C)C[C@H]1Oc2c(NC(=O)Nc3ccccc3)cccc2C(=O)N([C@H](C)CO)C[C@@H]1C	18.4	1.8	4.9	-2.7	-5.4	11.1	-0.8	-0.6	-2.6
30	Cc1ccc(C)c(S(=O)(=O)NCc2ccc(C(=O)N3CCN(C)CC3)cc2)c1	16.9	-7.3	20.4*	-11.9	-12.2	13.7	1.2	-1.5	2.9
31	CCCCCN(C(=O)CCC(=O)OCC(=O)Nc1cccc(SC)c1)c1c(N)n(CCCC)c(=O)[nH]c1=O	1.0	6.6	7.5	-12.1	8.8	-5.2	-0.7	0.3	-4.0
32	CC(=O)O[C@H]1CC(=O)OC(C)(C)C2CC(=O)[C@]3(C)C(CC[C@@](C)([C@@H](O[C@@H]4O[C@H](CO)[C@@H](O)[C@H](O)[C@H]4O)c4ccoc4)[C@@]34O[C@@H]4C(=O)O)[C@]21C (stereo partly drawn)	1.6	11.5	2.2	-6.4	4.3	-2.8	0.9	-0.2	1.8
33	O=C(NC1CCCCC1)N(Cc1ccccc1)Cc1ccco1	-1.1	-2.1	-9.2	10.8	28.9	-0.1	-1.3	-1.1	-8.2
34	CCC(=O)Nc1nc2c(OC)ccc(C)c2s1	7.3	-3.0	13.2	-14.8	-10.1	6.3	0.4	-2.4	0.3
35	CN(C)c1ccnc(-n2cccc2/C=N/OCc2ccccc2)c1C#N	2.1	6.2	2.2	-3.8	-0.2	-0.6	1.2	0.8	-11.0
36	COc1ccccc1N1CCN(/N=C/c2cccc(O)c2)CC1	-3.9	2.3	-2.0	6.5	1.3	-2.6	1.8	0.4	0.7
37	N#Cc1c(NCCCO)nc(-c2ccccc2)c2c1CCCC2	-7.5	-1.4	4.0	-15.8	-5.2	6.1	-1.7	-0.1	-12.2
38	CC1(C)Cc2cccc(OCC(=O)NCCc3ccccc3)c2O1	9.6	8.7	5.2	-23.4	3.0	-8.8	1.6	0.0	-0.6
39	COc1cc(CN2CCNC(=O)C2CC(=O)N2CCCCO2)cc(OC)c1 (stereo not drawn)	7.8	-9.4	13.8	-4.1	-0.7	9.0	0.8	0.4	-0.7
40	Cc1ccc(S(=O)(=O)N2CCCCC2)cc1NC(=O)Cn1ncc(Cl)c(Cl)c1=O	2.0	1.6	-0.4	-7.0	-8.8	2.7	-0.1	-0.2	-6.5
41	CSc1nnc2c3ccccc3n(CCc3ccccc3)c2n1	4.3	-0.6	4.6	1.8	-4.6	-1.5	-1.6	-1.3	1.2
42	CCC(C)C(NC(=O)C(CC(C)C)NC(=O)C(CO)NC(=O)C1CCC(=O)N1)C(=O)OC (stereo not drawn)	11.4	-5.4	2.3	3.6	6.6	6.5	0.6	4.2	-1.7
43	COC(C(=O)Nc1ccc(F)cc1)c1ccccc1 (stereo not drawn)	6.5	-4.0	0.5	5.2	91.1*	0.9	0.4	0.3	-2.5
44	COc1ccc(C(C)(C)C)cc1S(=O)(=O)NCC1CCCO1 (stereo not drawn)	8.5	1.7	-3.5	5.2	-7.7	-3.5	0.5	0.4	-1.7
45	CC(=O)N1CCN(S(=O)(=O)c2ccc(C)cc2)C1C(C)C (stereo not drawn)	3.3	-5.5	-1.4	12.3	-5.4	0.0	0.1	2.0	-1.3
46	COc1ccc(CC(=O)n2nc(-c3ccccc3)nc2NCc2ccco2)cc1	-0.3	2.0	-4.7	0.4	-1.9	-6.8	0.8	1.0	-1.4
47	O=C(Nc1ccon1)Nc1ccccc1C(F)(F)F	11.2	1.0	3.4	-3.5	-2.5	12.5	1.1	-2.0	-0.7
48	O=C(c1ccc2ccccc2n1)N(CCO)Cc1ccccc1	5.8	10.4	-1.9	-12.5	6.4	-6.9	0.6	-0.5	-5.8
49	COc1cccc(CN2CCN(C(=O)C3CCC(=O)N(C4CCCC4)C3)CC2)c1 (stereo not drawn)	-2.1	11.3	5.9	-10.0	4.0	-6.0	-0.9	0.8	-10.0
50	Cc1cc(C(=O)N2CCCC(C(=O)c3cc(F)ccc3F)C2)c(C)o1 (stereo not drawn)	10.8	-3.9	4.3	-0.3	-2.1	13.1	0.7	2.2	0.6

Sorted by molar mass (low to high): part of the list above
#	structure	M1 PAM	CHRM5 antagonist	CHRM4 PAM	M4 antag	CRFR2-BP antag	CHRM5 PAM	M4 ag	CRFBP-R2 agonist	CHRM5 agonist
44	COc1ccc(C(C)(C)C)cc1S(=O)(=O)NCC1CCCO1 (stereo not drawn)	8.5	1.7	-3.5	5.2	-7.7	-3.5	0.5	0.4	-1.7
26	COc1ccc(CCNC(=O)CC2Nc3ccccc3NC2=O)cc1 (stereo not drawn)	7.4	1.6	4.9	-1.5	3.8	0.4	0.6	1.7	-0.2
29	Cc1noc(C)c1NC(=O)N(C)C[C@H]1Oc2c(NC(=O)Nc3ccccc3)cccc2C(=O)N([C@H](C)CO)C[C@@H]1C	18.4	1.8	4.9	-2.7	-5.4	11.1	-0.8	-0.6	-2.6

Going on with the list:
#	structure	M1 PAM	CHRM5 antagonist	CHRM4 PAM	M4 antag	CRFR2-BP antag	CHRM5 PAM	M4 ag	CRFBP-R2 agonist	CHRM5 agonist
51	Cn1nc(C(C)(C)C)cc1NC(=O)C1(C)CCN1C(=O)C1(c2ccccc2)CC1 (stereo not drawn)	-0.9	7.5	-6.0	0.0	.	-4.1	2.5	.	2.7
52	NS(=O)(=O)c1ccc(NC(=O)COC(=O)c2ccc(S(=O)(=O)N3CCOCC3)cc2)cc1	-3.1	3.0	0.1	8.1	-20.4	-5.9	0.3	3.1	1.5
53	CCC1COCCS(=O)(=O)N1Cc1ccccc1 (stereo not drawn)	6.7	4.3	5.3	-4.3	7.5	14.3	0.5	-3.4	-4.2
54	O=C(CN1CCN(S(=O)(=O)c2ccccc2)CC1)NCCc1ccccc1	19.0	-5.0	8.7	-3.3	-4.5	11.0	2.6	1.6	-2.8
55	CC(C)(C)OC(=O)C[C@@H]1C/C=C\C[C@H](CC(=O)N[C@H](CO)Cc2ccccc2)C(=O)N[C@@H](Cc2c[nH]c3ccccc23)COC1=O	-1.7	4.2	4.2	-27.0	2.1	-8.9	4.2	2.5	0.9
56	NS(=O)(=O)c1ccc(N=Nc2c(=O)[nH]n3c(=O)c4c([nH]c23)CCCC4)cc1	18.1	-9.2	-2.0	-1.1	48.0	0.6	-0.8	-0.6	-2.4
57	COc1cc(C(=S)N2CCCC2)cc(Cl)c1OCC(=O)Nc1ccc(C)cc1C	-18.5	6.0	-13.7	-8.1	16.0	-11.5	-1.7	-0.3	-7.0
